# High-throughput results: PubChem BioAssay, Sanford-Burnham Center for Chemical Genomics
# VHR inh color: blocks the human dual specificity phosphatase VHR1. recombinant VHR phosphatase, colorimetric substrate read-out. 50,000 tested, 0.7% active. inhibition, % at 20 µM. P51452. AID 1992; in the data active = inhibition above about 60%; note: some results filed as inactive read as strong as hits
# Target sequence (P51452 whole entry, looked up): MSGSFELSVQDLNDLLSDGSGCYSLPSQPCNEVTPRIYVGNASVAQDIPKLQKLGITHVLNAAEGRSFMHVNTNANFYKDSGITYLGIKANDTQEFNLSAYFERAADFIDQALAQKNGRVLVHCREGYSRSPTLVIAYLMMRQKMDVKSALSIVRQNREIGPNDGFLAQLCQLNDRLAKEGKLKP
# Numbers without * were called inactive.
SMILES,VHR inh color
CCOC(=O)C1=C(O)/C(=C/c2cccs2)SC1=Nc1ccc(C)cc1,-4.7
COc1cc(N2Cc3ccc(OC)c(OC)c3C2=O)cc(OC)c1OC,-11.5
O=C(O)Cn1cc(/C=C2\C(=O)NC(=O)N(c3ccc(Cl)cc3)C2=O)c2ccccc21,-19.2
O=C(Oc1cccc2ccccc12)c1cccc([N+](=O)[O-])c1,-0.6
COc1ccccc1C(=O)Nc1nnc(-c2ccco2)s1,-14.9
O=C(c1c(Cl)cccc1Cl)N1CCN(c2ccccc2)CC1,-13.3
CC(Nc1cc(=O)n(C)c(=O)[nH]1)c1ccccc1 (stereo unspecified),-52.8
C/C(CN1C(=O)c2ccccc2C1=O)=N\NC(=O)c1cccc(Cl)c1,-9.7
COc1cc(OC)c(OC)cc1CN1CCN(Cc2ccc(C)cc2C)CC1,-4.4
CCOC(=O)c1c(NC(=O)c2cc(OC)c(OC)c(OC)c2)sc(C(N)=O)c1C,1.3
O=C(CSc1nc2ccc(N3C(=O)c4ccccc4C3=O)cc2s1)c1ccc([N+](=O)[O-])cc1,1.7
O=C(NC(=S)Nc1ccc2oc(-c3ccccc3)nc2c1)c1ccccc1,-12.7
C/C(=C\C(=O)c1ccc(Br)cc1)Nc1ccccc1C,-14.1
Cc1ccc2nc(NC(=O)C3C4C=CC(C4)C3C(=O)O)sc2c1 (stereo unspecified),-5.9
CN1CCN(S(=O)(=O)c2ccc(-c3ccc(S(=O)(=O)N4CCN(C)CC4)cc3)cc2)CC1,-41.2
O=C(Nc1ccc(Cl)cc1)c1ccc2c(c1)OCCO2,-17.0
CC(C)(C)OC(=O)CC(O)(c1ccccc1)C(F)(F)F (stereo unspecified),0.6
O=C(Nc1ccc(F)cc1)c1ccco1,-9.9
Cc1cc(C)cc(NC(=O)COc2cc(C)c(Cl)c(C)c2)c1,-14.9
O=C(O)c1ccc(N2C(=O)CC(N3CCN(c4ccccc4F)CC3)C2=O)cc1 (stereo unspecified),-27.3
CS(=O)(=O)N(CC(=O)Nc1cccc(Br)c1)c1cccc(Cl)c1,-23.6
CC(C)NC(=O)/C(=C/c1ccccc1)c1ccccc1,-6.9
CCCN1CCC(=NNC(=O)c2cccc(Br)c2)CC1,-21.6
O=C(COc1cc(Cl)ccc1Cl)Nc1ccc2c(c1)OCCO2,-3.3
NC(=O)NC(c1ccccc1)c1ccccc1F (stereo unspecified),-7.0
O=C1CC(c2ccc(O)cc2)c2ccc3ccccc3c2N1 (stereo unspecified),-1.9
C=CCN1C(=O)/C(=C\c2ccc(OS(=O)(=O)c3ccccc3)c(OCC)c2)SC1=S,-7.0
O=C(CF)NC(=C(Cl)Cl)P(=O)(c1ccccc1)c1ccccc1,-22.3
O=C1NC(=S)N(c2cccc(Cl)c2)C(=O)/C1=C\C=C\c1ccccc1[N+](=O)[O-],88.0*
Nc1ccc(Br)cc1C(=O)c1ccc(Cl)cc1Cl,-18.9
O=C(CSc1ccccc1C(=O)O)c1ccc(F)cc1,-5.2
O=C1C=C(NCCc2c[nH]c3ccccc23)CC(c2ccccc2)C1 (stereo unspecified),28.9
COc1ccc(/C=C2\C(=O)NC(=O)N(c3ccc(F)cc3)C2=O)cc1OC,14.4
CCC(C)(C)C1CCC2(CC1)NC(CO)(CO)CO2 (stereo unspecified),3.9
CCc1ccc(S(=O)(=O)n2nnc3ccccc32)cc1,-15.7
Cc1cc(C)cc(NC(=O)c2ccc(I)cc2)c1,-7.0
CCOc1ccc(S(=O)(=O)N(CC(=O)N2CCCC2)c2ccc(C)cc2)cc1,-1.0
CC(=O)C1=C(O)C(=O)N(c2nc3ccccc3s2)C1c1ccc(C(C)C)cc1 (stereo unspecified),-9.3
O=C(Nc1ccc2c(c1)OCO2)c1nn2c(c1Br)NC(c1cccs1)CC2C(F)(F)F (stereo unspecified),0.0
COc1ccc(CC(=O)Nc2ccc(-c3ccc(NC(=O)Cc4ccc(OC)cc4)c(OC)c3)cc2OC)cc1,-19.4
O=C(c1ccc([N+](=O)[O-])cc1Cl)N(Cc1ccccc1)c1ccccn1,20.5
O=C(Cc1ccccc1)NN1C(=O)/C(=C/c2cccs2)SC1=S,-18.7
COC(=O)CCN1C(=O)/C(=C\c2c(F)cccc2Cl)SC1=S,-4.0
COc1ccc(C2/C(=C(\O)c3ccccc3)C(=O)C(=O)N2CCCC(=O)O)c(OC)c1 (stereo unspecified),2.7
COc1cccc(/C=N/NC(=O)C(=O)N2CCCCCC2)c1O,-37.1
O=C1C=C/C(=N/S(=O)(=O)c2ccc(F)cc2)C=C1Br,32.3
CCCCCCCCc1nnc(NC(=O)CC)s1,3.6
O=C1NN(c2ccc(Br)cc2)C(=O)/C1=C\c1ccc(-c2cccc(C(=O)O)c2)o1,-4.8
COC(=O)c1cc(C(=O)OC)cc(S(=O)(=O)O)c1,-12.9
O=C(/C=C/c1ccccc1Cl)Nc1cccc(Br)c1,4.2

# Additional records
SMILES,VHR inh color
CCOC(=O)c1c(NC(=O)c2ccccc2OCC)sc(C)c1C,-27.8
O=C(Nc1ccc(S(=O)(=O)N2CCCC2)cc1)c1ccc(-c2ccccc2)cc1,-8.4
COc1ccc(Br)c(/C=N/NC(=O)CCCCCCC(=O)N/N=C/c2cc(OC)ccc2Br)c1,-16.6
Cc1ccnc(N2C(=O)c3ccc(C(=O)O)cc3C2=O)c1,-28.4
Cc1ccc(OCCCCNC(=O)C(O)(c2ccc(F)cc2)c2ccc(F)cc2)cc1,-14.4
Cc1oc(C(C)(C)C)cc1C(=O)Nc1cccc(O)c1,9.1
O=C(CN(c1ccc(Br)cc1)S(=O)(=O)c1ccccc1)NCC1CCCCC1,-0.1
Cc1nn(-c2ccccc2)c(C)c1/C=N\N1CCN(c2ccccc2)CC1,5.0
CC1(C)CC(=O)C2=C(C1)OC1=C(C(=O)CC(C)(C)C1)C2c1cccc([N+](=O)[O-])c1,-9.1
CC(=O)Nc1cccc(-c2nc3ccccc3s2)c1,-9.5
CCCOC(=O)c1c(NC(=O)c2cccc(OCC)c2)sc2c1CCC2,-8.2
Cc1ccc(C(=O)N2CCN(c3ccc(F)cc3)CC2)cc1[N+](=O)[O-],12.6
Cn1c2c(c3cc(C4CCCCC4)ccc31)CCCC2=O,0.6
CCOC(=O)N(CCCC(=O)OC)CP(C)(=O)OC(C)C (stereo unspecified),2.8
O=C(COc1ccccc1[N+](=O)[O-])Nc1ccc(Cl)c(Cl)c1,-5.1
CCOc1ccc2oc(C)c(C(=O)OC)c2c1,16.2
COc1ccc(CN2CCN(C(=O)c3ccccc3)CC2)c(OC)c1OC,2.3
CC(C)c1ncc(C(O)c2ccc(N(C)C)cc2)n1C (stereo unspecified),6.3
Cc1ccc2c(c1)c1c(n2CN2CCCCC2)C(=O)CCC1,-5.7
C/C(=N\O)C1(C)N(O)C(C)(C)C(c2ccc(Br)cc2)=[N+]1[O-] (stereo unspecified),-7.7
COc1ccc(C2=N/C(=C/c3ccc([N+](=O)[O-])cc3)C(=O)N2c2ccc(O)cc2)cc1,-13.7
CCOC(=O)c1cc2c(ccc3oc4c(c32)CCCC4)oc1=O,0.7
Fc1ccc(C2CC(c3cccs3)=NN2c2nc(-c3ccccc3)cs2)cc1 (stereo unspecified),11.0
NC(=S)N/N=C/c1ccc(-c2cc(Cl)cc(Cl)c2)o1,2.0
C/C(=N\NC(=O)c1ccc(O)cc1O)c1ccccn1,-26.6
COc1ccccc1CN1CCN(C(=O)c2cc(OC)c(OC)c(OC)c2)CC1,-14.9
CCOc1ccc(C(O)c2cnc(CC)n2C)cc1 (stereo unspecified),2.5
Cc1cc(NC(=O)Nc2cccc(Cl)c2)no1,-12.9
O=C(Nc1ccc(-c2nc3ccccc3o2)c(O)c1)c1ccc(-c2cccc(Cl)c2)o1,1.0
Cc1ccc(OCC(=O)O/N=C(\N)c2ccc([N+](=O)[O-])cc2)cc1,-11.4
COc1ccc(OC)c(NC(=O)C(=O)NNC(=O)c2cccs2)c1,-27.7
COc1ccc(/C=c2\sc3nc4c(C)c(C)ccc4n3c2=O)cc1,-8.0
C=CCN1C(=O)/C(=C\c2cccs2)C(=O)NC1=S,31.0
CCC(C(=O)Nc1cc([N+](=O)[O-])ccc1OC)c1ccccc1 (stereo unspecified),96.4
COCCNC(=S)Nc1ccc(Cl)cc1Cl,66.3
Cc1ccsc1/C=C1\SC(=O)NC1=O,-16.8
Cc1ccc(C(=O)NNC(=O)C2CCCO2)cc1 (stereo unspecified),-1.0
O=C(CCN1C(=O)c2ccccc2C1=O)Nc1ccc(F)c(Cl)c1,-6.8
COc1ccccc1C(=O)NNC(=O)COc1ccc(C)cc1C,3.3
COc1ccc(/C=C2/C(=O)NN(c3ccc(I)cc3)C2=O)cc1,14.1
Cc1ccc(NC(=O)Nc2nccs2)cc1,-0.4
Brc1ccc2ncnc(NCCCN3CCOCC3)c2c1,-9.9
CCSc1nc2ccccc2n1CC(=O)Nc1ccc(F)cc1,-8.0
CC(C)c1ccc(OCC(=O)Nc2ncc(S(=O)(=O)c3ccc([N+](=O)[O-])cc3)s2)cc1,5.7
O=C1/C(=C/c2ccc(Cl)cc2)SC(=S)N1CCS(=O)(=O)O,79.5*
O=C1c2ccccc2-c2onc3ccc(Nc4cccc([N+](=O)[O-])c4)c1c23,-2.8
COC(=O)/C(=C/C(=O)c1ccc([N+](=O)[O-])cc1)Nc1ccc(Br)cc1,5.1
Cc1csc(/C(C#N)=C/c2ccccc2Cl)n1,19.1
O=[N+]([O-])/C(=C\c1ccccc1)c1ccccc1,-3.6
O=C(c1ccccc1)N1CCN(c2ncnc3c2cnn3-c2ccccc2)CC1,-3.2

# Additional entries:
SMILES,VHR inh color
Clc1ccc(-c2nc(-c3ccc(Br)cc3)no2)c(Cl)c1,4.2
O=C1c2ccccc2C(=O)N1CCCCN(C(=O)c1ccc(Br)cc1)c1ccc(F)cc1F,-7.1
COc1ccc(/C=C(\NC(=O)c2ccccc2)C(=O)NCCc2c[nH]c3ccccc23)cc1,-3.0
Cc1ccc(C2/C(=C(/O)c3ccc(Cl)cc3)C(=O)C(=O)N2c2nccs2)cc1 (stereo unspecified),0.0
O=C1CSC2(C(=O)Nc3ccccc32)N1c1cccc(Cl)c1 (stereo unspecified),3.7
CC1=C(C(=O)OCc2ccccc2)C(c2ccccc2OC(C)C)CC(=O)N1 (stereo unspecified),0.2
COc1ccc(/C(N)=N/OC(=O)c2ccc(C(C)(C)C)cc2)cc1OC,-3.3
O=C(Nc1ccc(NC(=O)c2ccc([N+](=O)[O-])cc2)cc1)c1ccc(Br)cc1,3.7
COc1ccc(Br)cc1C(=O)Nc1cccc(S(N)(=O)=O)c1,3.0
O=c1[nH]c(SCc2ccccc2)nc2sc3c(c12)CCc1ccccc1-3,3.3
Cc1ccc(-n2c(-c3ccccc3F)nc3ccccc3c2=O)cc1,-5.7
Cc1nc2ccccc2n1S(=O)(=O)c1ccc(F)cc1,-17.1
O=C1NN(c2ccccc2)C(=O)/C1=C/c1ccc(Br)o1,31.8
CCOC(=O)C1=C(C)N=c2s/c(=C\c3ccc([N+](=O)[O-])o3)c(=O)n2C1c1ccc(OC)cc1 (stereo unspecified),49.2
O=C(NCc1ccco1)c1cc(-c2ccccc2)nc2ccccc12,3.4
O=[N+]([O-])c1ccc(NN=C2CCCCC2)c([N+](=O)[O-])c1,-6.6
COc1ccc(/C(N)=N/OC(=O)c2ccc(C)cc2)cc1,3.3
COc1ccc2[nH]c3ccc([N+](=O)[O-])cc3c(=O)c2c1,-28.9
C=CCCCC(=O)Nc1nc2ccc(OCC)cc2s1,-11.6
CC1CCCN(CC(O)COc2ccc(C34CC5CC(CC(C5)C3)C4)cc2)C1 (stereo unspecified),24.3
O=C(NCc1cccnc1)c1c(Cl)cccc1Cl,16.7
O=C(CNC(=O)c1ccc(F)cc1)N=Nc1c(O)n(Cc2ccc3c(c2)OCO3)c2ccccc12,-2.9
CC(C)C(=O)N1N=C(c2cccnc2)CC1(O)C(F)(F)F (stereo unspecified),-10.4
O=C(COc1ccc(Cl)cc1Cl)Nc1ccc(S(=O)(=O)Nc2ncccn2)cc1,-15.5
Cc1ccc(S(=O)(=O)O/N=C2\CCCc3nonc32)cc1,8.0
O=C(CCN1C(=O)c2ccccc2C1=O)NCC1CCCO1 (stereo unspecified),-9.2
CCOC(=O)C1=C(C)N(C)C(=O)NC1c1ccc(Cl)c(Cl)c1 (stereo unspecified),-25.2
Cc1ccc(N(C(=O)Nc2ccccc2)C2C=CS(=O)(=O)C2)cc1C (stereo unspecified),-25.6

# Not all compounds are listed; rates above refer to the full screens.
